Pf apPOL block = Pf-apPOL DNA polymerase inhibition; Recombinant Pf-apPOL, molecular beacon fluorescence, 1.5 h; inhibition, % at 10 µM; hit rate 0.25% among 210,000; AID 1794808
mHTT-CaM PPI inh = inhibitors of human mutant huntingtin-calmodulin interaction | P42858 | AlphaScreen His-mHTT/GST-CaM binding, luminescence | inhibition, % at 15 µM | hit rate 3.6% among 190,000 | AID 1671202;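 note: 0% = both proteins with DMSO and 100% = one protein alone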
* marks the source's active call; other numbers are inactive results; i = inactive; nt = not tested or not shown; & = joins results of further samples. Cut-off read from the data, not from the text of the source: active = inhibition above about 50%; inactive = the rest.

SMILES	Pf apPOL block	mHTT-CaM PPI inh
COc1ccc(-c2cc(=O)oc3cc4occ(-c5ccccc5)c4cc23)cc1	5	1
COc1ccc(OC)c(NC(=O)N2CCCC2c2nc(-c3ccccc3OC)no2)c1 (centres undefined)	-5	5
Cc1cccc(S(=O)(=O)N2CC3CN(S(=O)(=O)c4ccc(C#N)cc4)CC(C2)O3)c1	-1	-8
Cc1ccccc1-n1nc2c(c1NC(=O)C13CC4CC(CC(C4)C1)C3)CS(=O)C2 (centres undefined)	0	2
Cc1cc2n(n1)CCCN2C(=O)CCC(=O)NCCC(C)C	-5	-3
Cc1ccc(NC(=O)c2cc(S(=O)(=O)N3CCCC(C(=O)O)C3)ccc2F)cc1F (centres undefined)	-3	1
CCOC(=O)c1[nH]c(Cc2[nH]c(C(=O)OCC)c(C)c2C)c(C)c1C	-8	nt
Cc1nc2c3ccccc3nc(SCc3cc(=O)n4cc(Br)ccc4n3)n2n1	2	-5
CCN(c1ccccc1)S(=O)(=O)c1ccc(Cl)c(N)c1	-2	-10
Cc1cc(=O)oc(C)c1C(=O)NCCCN1C(C)CCCC1C (centres undefined)	-13	-3
S=C(SCc1cccs1)N1CCOCC1	nt	-34
O=C(Nc1c2c(nn1-c1ccc(F)cc1)CSC2)c1ccccc1I	-2	27
Cc1cc(-c2nnc(NC(=O)c3ccc4ncsc4c3)o2)nn1C	-18	43
CSC1=NSC2=NC(=O)/C(=C\c3cccc([N+](=O)[O-])c3)C(=N)N12	-7	-2
Cc1cc(C)c(S(=O)(=O)NCc2ccc3c(c2)OCO3)cc1C	36	-11
CCn1cc(S(=O)(=O)N2CCC(c3cnn(-c4ccc(C)cc4)c3)CC2)cn1	-4	-12
Cc1ccc(C2C3=C(Nc4ncnn42)c2ccccc2OC3c2cccc([N+](=O)[O-])c2)cc1 (centres undefined)	0	50*
O=C(O)/C=C/C(=O)Nc1ccccc1SC(F)(F)F	-2	-1
CC(=O)Nc1ccc(Nc2nc(Cl)nc(Nc3ccc(NC(C)=O)cc3)n2)cc1	-6	-6
COc1c2c(cc3c1C(CC(O)C(C)C)N(C)CC3)OCO2 (centres undefined)	-8	nt
Cc1ccc(NC(=O)Cn2c(N3CCCCC3)nc(C)cc2=O)c(C)c1	-1	-11
COc1ccc(C(=O)Nc2ccccc2)cc1N	3	6
Cc1nc(C)c(C(=O)Nc2ccccc2C)s1	-3	-2
Cc1cc(OCc2ccc3nsnc3c2)c(C(C)C)cc1-n1cnnn1	nt	-6
CC(C)CC(=O)N1CCN(c2ccc(Cl)cc2)C(=O)C1C (centres undefined)	0	-4

One compound at a time, from the list above.
Cc1cc(OCc2ccc3nsnc3c2)c(C(C)C)cc1-n1cnnn1 across the screens: Pf apPOL block: nt; mHTT-CaM PPI inh: -6
COc1c2c(cc3c1C(CC(O)C(C)C)N(C)CC3)OCO2 (centres undefined) across the screens: Pf apPOL block: -8; mHTT-CaM PPI inh: nt

The listing continues:
SMILES	Pf apPOL block	mHTT-CaM PPI inh
FC(F)(F)c1sc(-c2nnc(-c3ccc(Cl)cc3Cl)o2)cc1-c1ccccc1	6	nt
Cn1c(=O)c2c(nc3n(Cc4ccco4)c(-c4ccccc4)cn23)n(C)c1=O	-5	31
O=C(NCCC1=CCCCC1)c1ccc([N+](=O)[O-])cc1	-3	0
O=C(Nc1ccccc1)N1CCC(CCOc2ccccc2)CC1	0	-7
Cc1nc2c(C(=O)NCc3ccc(F)cc3)cnn2c(C)c1Cc1ccccc1F	-11	8
O=C(NCc1ccc(F)cc1)N1CCC(Nc2cccnc2)C1 (centres undefined)	-4	-2
O=C(N1CCN(c2cccc(Cl)c2)CC1)C1(S(=O)(=O)c2ccc(Cl)cc2)CC1	-5	13
CC1CC(C)CN(CCCNC(=O)CCS(=O)(=O)Cc2ccccc2F)C1 (centres undefined)	-18	-3
CCCN1CCc2nc(SCc3ccccc3Cl)[nH]c(=O)c2C1	-1	-5
O=C1CSC(c2cn(-c3ccccc3)nc2-c2cc3ccccc3oc2=O)N1Cc1ccccc1 (centres undefined)	-3	5
Cc1sc2nc(SCC(=O)N3CCN(CCO)CC3)[nH]c(=O)c2c1C	0	2
Cc1cccc(NC(=O)N2CCCC(CCC(=O)NCc3ccccc3Cl)C2)c1 (centres undefined)	-3	11
COc1cc(OC)c2c(-c3cccc(-c4ccc(C(F)(F)F)cc4)c3)cc(=O)oc2c1	-5	-9
Cn1c(/C=C/c2ccc([N+](=O)[O-])cc2)nc2ccccc2c1=O	1	-5
CCCN(CCC)S(=O)(=O)c1cc(Br)cc2c1N(C(=O)C1CC1)CC2	-4	1
O=c1c2cn[nH]c2nc(SCc2cccc(F)c2)n1-c1ccc(Cl)cc1	-3	21
Cc1ccccc1N=Cc1c(Nc2ccccc2C)nc2c(C)cccn2c1=O	-5	2
CCN(c1ccccc1)S(=O)(=O)c1ccc(F)c(C(=O)Nc2cc(C)ccc2OC)c1	-2	-3
Cc1ccc(-n2nc3c(c2NC(=O)c2ccccc2F)CS(=O)(=O)C3)cc1	-6	-2
Cc1nc(-c2cn[nH]c2-c2cc(C)c(O)cc2O)cs1	1	7
CN(C(=O)c1ccc(=O)[nH]c1)C1(C(=O)NC2CCCC2)CCCCC1	-1	-1
CCC(C)c1ccccc1OCC(O)CNC(C)(C)C (centres undefined)	-7	-6
CCNC(=O)c1cccnc1N1CCC(C)CC1	2	-1
O=C1c2ccc(Br)cc2C(=O)N1CNc1ccc(Br)cc1	0	0
COc1ccc(CNC(=O)CSc2ccc(C)cc2)cc1	-6	-8

(more compounds)
SMILES	Pf apPOL block	mHTT-CaM PPI inh
O=C(NCCn1nc(-n2ccnc2)ccc1=O)c1cccc(-n2cnnn2)c1	-5	-10
Cc1cccc(C(=O)N=c2sc(C)cn2Cc2ccccc2C(=O)N(C)C)c1	2	8
COc1ccccc1N1CCN(C2CCN(Cc3ccc(Br)cc3)CC2)CC1	-12	2
Cc1ccc(C(=O)c2ccc([N+](=O)[O-])cc2)c(C)c1	4	20
C=C(C)CC1NC2CC(C)(C)C1c1c(Br)ccc(Br)c12 (centres undefined)	nt	13
c1cnc2nc(-c3ccsc3)c(Nc3ccc4c(c3)OCCO4)n2c1	1	18
Cc1sc2nc(SCC(=O)Nc3ccc4c(c3)OCO4)n(-c3ccccc3)c(=O)c2c1C	-7	7
O=C(NCCc1ccccc1)c1cccc(Cl)c1	-3	-11
Cn1cccc1CN1CCCC(C(N)=O)C1 (centres undefined)	-3	-2
CC1CC(=O)Nc2c1c(NC(=O)c1ccc3c(c1)OCO3)nn2C (centres undefined)	-3	-9
CCC(=O)N1CCN(c2nc3c(s2)CC(C(=O)NCC(C)C)CC3)CC1 (centres undefined)	6	4
CCNC(=O)C1CCN(c2nccc3sccc23)CC1	-3	-6
COCCNC(=O)Nc1ccc2c(c1)N(C(C)=O)CC2	-10	-12
Cc1cccc(C2CCCN2C(=O)c2cc(-c3ccc4c(c3)OCO4)on2)c1 (centres undefined)	-2	1
O=C(NCc1ccc(F)cc1)C(=O)NCC(O)Cc1ccccc1 (centres undefined)	-4	-8
N#CCn1cnc2c(-c3ccc(F)cc3)csc2c1=O	-3	0
CN1C(=O)NC2(CCN(C(=O)c3cccs3)CC2)C1=O	-7	-10
COc1ccc(C(=O)N2CC3CC(NS(C)(=O)=O)C2C3)c(C)c1 (centres undefined)	1	-4
Fc1ccc2c(c1)-c1nc(C3CC3)ncc1CO2	-12	nt
Cc1cc(Sc2nnc(C)s2)c2ccccc2n1	-6	0
COc1ccccc1C1CC(c2ccccc2NS(C)(=O)=O)=NN1C(=O)c1ccco1 (centres undefined)	-12	-4
N#Cc1cc2c(nc1SCC(N)=O)CCCC2	-9	-8
O=C(O)C1CC(=O)N(Cc2ccc(Cl)cc2)C(=Nc2ccc(F)cc2)S1 (centres undefined)	4	18
Cc1ccc(C(C(=O)Nc2ccc(C(C)C)cc2)N(C)C(=O)c2ccc(=O)[nH]c2)cc1 (centres undefined)	-4	38
CC(=O)Nc1c2c(nn1-c1ccc(F)cc1)CS(=O)(=O)C2	0	3

(more compounds)
SMILES	Pf apPOL block	mHTT-CaM PPI inh
CCCCN1C(=O)C(C)(C(=O)NC2CCCCCC2)Oc2cccnc21 (centres undefined)	-1	-13
CCOC(=O)NN(C(=O)OCC)C1=CC(c2ccccc2)Oc2ccccc21 (centres undefined)	-9	nt
CCOc1ccc2c(c1)OC(=Cc1ccccc1OC(C)C(=O)OC)C2=O (centres undefined)	-5	2
Cc1cc(Nc2ccc(C)c(Cl)c2)c2cc(Cl)ccc2n1	-1	-15
O=C(NN1CCOCC1)c1ccc(Cl)s1	0	-2
O=C(NCc1nc2ccccc2[nH]1)C1(c2cccs2)CCCC1	-5	-17
Cc1cccc(CNC(=O)c2c(C)noc2-c2ccccc2Cl)c1	-1	-11
COc1ccc(C2C(C#N)=C(N)Oc3n[nH]c(-c4ccccc4)c32)cc1O (centres undefined)	4	7
Cn1c(/C=C/c2ccc3c(c2)OCO3)nc2ccccc2c1=O	-10	5
CCCCCNC(=O)C1CCN(c2ncccc2-c2nc(-c3cccc(F)c3)no2)CC1	6	-8
Cc1cc(=O)c2n(Cc3ccc(Cl)cc3Cl)nc[n+]2[nH]1	-1	-1
Cc1ccc(NC(=O)OCCN2CCN(Cc3ccccc3)CCC2=O)cc1C	0&-5	0&2
CN(C)CCN1CN(CCN(C)C)CN(CCN(C)C)C1	-4	-1
Cn1nccc1C(=O)N1CCC(c2nc(C3CC3)n[nH]2)CC1	-5	1
Cc1cc(F)ccc1NC(=O)c1cccnc1SCCN1CCCCC1	1	-10
COc1ccc(-c2noc(C3CCCN3C(=O)Nc3ccc(C)c(C)c3)n2)cc1 (centres undefined)	-1	22
Clc1ccccc1C1Cn2cnc(-c3nc(-c4ccccn4)no3)c2CO1 (centres undefined)	0	100*
C[C@H]1CN(CCc2ccccc2)C(=O)[C@@H]1CC(=O)NCc1ccccc1	-2	-6
CN1CN=C2SC3(COC(c4ccc(N(C)C)cc4)OC3)C(=O)N2C1 (centres undefined)	-1	2
Cc1ccccc1NC(=O)COc1ccc(Cl)cc1	35	-10
COc1ccc(C(=O)NCCCN2CCOCC2)cc1	1	-8
COCCCNC(=O)CN1C(=O)NC2(CCC(C)CC2)C1=O (centres undefined)	-1	-4
O=C(Nc1ccc(F)c(Cl)c1)c1cnc(N2CCN(c3ccccn3)CC2)c2ccccc12	-3	-3
O=C(c1ccc(C(F)(F)F)s1)N1CCc2nc3cc(-c4ccccc4)[nH]n3c(=O)c2C1	-4	-3
CCC(=O)N/C(=N\OCc1ccc(F)cc1)c1nonc1NC(=O)CC	-11	i

Continued.
SMILES	Pf apPOL block	mHTT-CaM PPI inh
Cc1cccc(C(=O)N2N=C(c3cccc([N+](=O)[O-])c3)CC2(O)C(F)(F)F)c1 (centres undefined)	-6	19
CC(/C=C1\N=C(c2cccc(Cl)c2)OC1=O)=C\c1ccccc1	6	19
COc1ccc(CNC(=O)C2(C)CCCN(S(=O)(=O)c3ccccc3Cl)C2)cc1 (centres undefined)	-3	-7
COc1ccc(C(C)=NO)cc1OC	1	nt
CC1CN2C=NC(N3CCN(S(=O)(=O)c4cc(F)cc(F)c4)CC3)=CC2=N1 (centres undefined)	4	7
O=C1c2cccnc2C(=O)N1CCc1ccccc1	8	8
Cc1ccc2nsnc2c1S(=O)(=O)Nc1ccccc1C(=O)O	1	4
COc1cc(N=Cc2ccc3c(c2)OCO3)c(OC)cc1Cl	-5	nt
CCOc1ccc(S(=O)(=O)N(CC(=O)N2CCCCC2)c2ccccc2)cc1	-4	0
O=S(=O)(c1cc(Cl)ccc1Br)N1CCOCC1	-6	-15
COC(=O)c1scc(C)c1N1C(=O)C=CC1=O	-4	nt
CS(=O)(=O)N1CCc2ccc(C(=O)N3CCCCC3)cc21	1	-2
CC(=O)Nc1ccc(S(=O)(=O)N2CCN(CC3CC=CCC3)CC2)cc1 (centres undefined)	-21	11
COc1cc(/C=C/C(=O)Nc2ccc3nc(N4CCN(C)CC4)cc(C)c3c2)cc(OC)c1OC	-4	21

16 structures already listed, arranged by length of the SMILES, rising:
SMILES	Pf apPOL block	mHTT-CaM PPI inh
COc1ccc(C(C)=NO)cc1OC	1	nt
O=C1c2cccnc2C(=O)N1CCc1ccccc1	8	8
O=S(=O)(c1cc(Cl)ccc1Br)N1CCOCC1	-6	-15
COc1cc(N=Cc2ccc3c(c2)OCO3)c(OC)cc1Cl	-5	nt
COCCCNC(=O)CN1C(=O)NC2(CCC(C)CC2)C1=O (centres undefined)	-1	-4
Cc1ccc2nsnc2c1S(=O)(=O)Nc1ccccc1C(=O)O	1	4
CCC(=O)N/C(=N\OCc1ccc(F)cc1)c1nonc1NC(=O)CC	-11	i
Clc1ccccc1C1Cn2cnc(-c3nc(-c4ccccn4)no3)c2CO1 (centres undefined)	0	100*
CN1CN=C2SC3(COC(c4ccc(N(C)C)cc4)OC3)C(=O)N2C1 (centres undefined)	-1	2
CC(=O)Nc1ccc(S(=O)(=O)N2CCN(CC3CC=CCC3)CC2)cc1 (centres undefined)	-21	11
CCOc1ccc(S(=O)(=O)N(CC(=O)N2CCCCC2)c2ccccc2)cc1	-4	0
C[C@H]1CN(CCc2ccccc2)C(=O)[C@@H]1CC(=O)NCc1ccccc1	-2	-6
COc1ccc(CNC(=O)C2(C)CCCN(S(=O)(=O)c3ccccc3Cl)C2)cc1 (centres undefined)	-3	-7
CC1CN2C=NC(N3CCN(S(=O)(=O)c4cc(F)cc(F)c4)CC3)=CC2=N1 (centres undefined)	4	7
O=C(Nc1ccc(F)c(Cl)c1)c1cnc(N2CCN(c3ccccn3)CC2)c2ccccc12	-3	-3
COc1cc(/C=C/C(=O)Nc2ccc3nc(N4CCN(C)CC4)cc(C)c3c2)cc(OC)c1OC	-4	21

Compound activity deposited in PubChem BioAssay by University of Kansas High Throughput Screening Laboratory.

Outcome played no part in choosing rows, and some 3.5% of all compounds hit somewhere here.
